T cruzi growth – T. cruzi proliferation inhibition. T. cruzi beta-gal in NIH3T3, GalScreen luminescence, 90 h. inhibition, % at 8.34 µM. AID 624255. actives 5.9% (n = 77,000);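 active means mean inhibition above about 93%, with at least 55% of replicates each passing it, limit read from the data, passing the limit was not always enough; inconclusive means only one of those two conditions holds; inactive means neither condition holds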
C diff growth – blocks growth of Clostridium difficile. Clostridium difficile clinical isolate growth, OD600, 24 h; active compounds read low. actives 0.25% (n = 86,000). AID 1259249. growth activity, negative = inhibition, % at 16 µg/mL (by protocol);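 active means mean growth activity at or below -80% and every replicate also at or below -80%; inconclusive means mean at or below -80% but some replicate above -80%; inactive means mean growth activity above -80%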;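 further: 0% = DMSO wells and -100% = levofloxacin 16 µg/mL wells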
KDM4C inh – KDM4C (human) demethylase inhibition. GST-KDM4C 2-372, H3K9me3 peptide, LANCE TR-FRET. actives 0.15% (n = 96,000). Q9H3R0. inhibition, % at 12.5 µM;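 active means mean replicate inhibition above about 25%, with at least 55% of replicates also reaching it, limit read from the data, passing the limit was not always enough; inconclusive means only one of those two conditions met; inactive means neither condition met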
Target sequence (Q9H3R0 2-372 limits assumed): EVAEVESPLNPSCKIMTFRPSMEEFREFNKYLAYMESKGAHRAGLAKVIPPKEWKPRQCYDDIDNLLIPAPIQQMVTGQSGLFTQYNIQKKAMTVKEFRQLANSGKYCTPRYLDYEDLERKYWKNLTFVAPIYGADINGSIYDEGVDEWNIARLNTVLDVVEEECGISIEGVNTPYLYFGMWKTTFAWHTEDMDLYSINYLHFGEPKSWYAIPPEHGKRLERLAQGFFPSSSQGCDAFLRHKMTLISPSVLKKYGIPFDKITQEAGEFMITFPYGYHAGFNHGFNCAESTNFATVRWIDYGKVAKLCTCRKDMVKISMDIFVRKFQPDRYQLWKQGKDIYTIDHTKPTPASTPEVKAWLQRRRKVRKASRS
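material = GST-tagged GASC-1 (JMJD2C) catalytic fragment, aa 2-372 | amount = enzyme final amount 10 nM | medium = HEPES buffer, pH 7.5, plus ascorbate | also added = H3K9me3 peptide substrate, Fe(II), 2-oxoglutarate | dosing = single dose | times = 30 min demethylation and 1 h detection at room temperature | detection = LANCE TR-FRET | read-out basis = Fall in 671/618 emission ratio as inhibition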
Pf Dd2 inh – inhibitors of Plasmodium falciparum Dd2 growth; P. falciparum Dd2 growth, SYBR Green, 72 h; active compounds read low; activity change, % at 10 µM; actives 2.3% (n = 94,000); AID 1159554; in the data active means activity change below about -80%; inconclusive means no clear call, values can overlap the other calls
* hit, by the source's call; ? = inconclusive; · = no result given; & = joins results of further samples.

1) C[C@@H]1CN([C@@H](C)CO)C(=O)c2cccc(NS(=O)(=O)c3ccc(Cl)cc3)c2O[C@@H]1CN(C)C(=O)Nc1ccc(F)cc1
2) Cc1noc(C)c1S(=O)(=O)N(C)C[C@H]1Oc2ccc(NC(=O)Nc3ccccc3)cc2CC(=O)N([C@H](C)CO)C[C@H]1C
3) CO[C@H]1CN(C)C(=O)c2cc(NC(=O)Nc3c(C)noc3C)ccc2OC[C@@H](C)N(C)C[C@@H]1C
4) CNC[C@@H]1Oc2c(NC(=O)c3cc(C)nn3C)cccc2C(=O)N([C@H](C)CO)C[C@@H]1C
5) CO[C@@H]1CN(C)C(=O)c2cc(NC(C)=O)ccc2OC[C@@H](C)N(C(=O)C2CCC2)C[C@H]1C
6) C[C@@H]1CN([C@@H](C)CO)C(=O)c2cc(N(C)C)ccc2O[C@@H](C)CCCCO[C@H]1CN(C)S(=O)(=O)c1cn(C)cn1
7) C[C@H]1CN([C@@H](C)CO)C(=O)c2cc(C#Cc3ccccc3)cnc2O[C@H]1CN(C)Cc1ccccn1
8) O=C(C[C@@H]1C=C[C@H](NC(=O)C2CC2)[C@H](CO)O1)NCCCN1CCOCC1
9) C[C@H]1CN([C@@H](C)CO)S(=O)(=O)c2ccc(-c3cccc(C(=O)N(C)C)c3)cc2O[C@H]1CN(C)C(=O)Nc1ccc(F)cc1
10) CCC(=O)N(C)C[C@@H]1Oc2cc(C#CC3(O)CCCC3)ccc2S(=O)(=O)N([C@H](C)CO)C[C@@H]1C
assay / entry	1	2	3	4	5	6	7	8	9	10
T cruzi growth	-30	12	-14	·	57	2	55	·	1	79
C diff growth	11	·	1	-1	·	-3	-3	2	-1	5
KDM4C inh	0.8	0.2	1.6	-1.2	3.2	13	0.9	1.6	0.2	2.7
Pf Dd2 inh	-18	13	44	16	·	-3	-27	-21	-49	-32

Results in sequence from the entries so far.
C diff growth for entries 1–10, in order: 11, ·, 1, -1, ·, -3, -3, 2, -1, 5
T cruzi growth for entries 1–10, in order: -30, 12, -14, ·, 57, 2, 55, ·, 1, 79
Pf Dd2 inh for entries 1–10, in order: -18, 13, 44, 16, ·, -3, -27, -21, -49, -32

Later entries.
11) C[C@@H]1CN([C@H](C)CO)C(=O)Cc2cc(NC(=O)C3CCCCC3)ccc2O[C@@H]1CN(C)Cc1ccc(Cl)c(Cl)c1
12) CC(=O)N1[C@H](CO)[C@@H](c2ccccc2)[C@H]1CNC(=O)CN1CCOCC1
13) C[C@H](CO)N1C[C@H](C)[C@@H](CN(C)S(=O)(=O)c2ccccc2)Oc2ccc(NC(=O)Nc3ccccc3)cc2C1=O
14) O=C(Nc1cccc(Cl)c1)N[C@@H]1CC[C@@H](CCNC(=O)C2CCCC2)O[C@H]1CO
15) C[C@H]1CN([C@@H](C)CO)C(=O)Cc2cc(NC(=O)CCC(F)(F)F)ccc2O[C@H]1CN(C)Cc1ccncc1
16) CCOC(=O)N(C)C[C@H]1OCc2cnnn2CCCC(=O)N([C@H](C)CO)C[C@@H]1C
17) CCCC#Cc1ccc([C@@H]2[C@H]3CN(S(=O)(=O)c4ccccc4C)CCCCN3[C@H]2CO)cc1
18) COc1ccc(S(=O)(=O)N(C)C[C@H]2OCCCC[C@H](C)Oc3ccc(NC(=O)Nc4ccc5c(c4)OCO5)cc3C(=O)N([C@H](C)CO)C[C@H]2C)cc1
19) Cc1ccc(S(=O)(=O)N(C)C[C@H]2Oc3ccc(NC(=O)Cc4ccccc4)cc3CC(=O)N([C@H](C)CO)C[C@H]2C)cc1
20) CNC[C@H]1OCc2ccccc2-c2ccccc2C(=O)N([C@@H](C)CO)C[C@H]1C
assay / entry	11	12	13	14	15	16	17	18	19	20
T cruzi growth	74	-7	8	·	-4	1&11	111*	42	81	·
C diff growth	3	-6	-4	-3	-2	1	0	2	3	0
KDM4C inh	10	4.2	-0.5	0.3	-0.2	0.0	1.5	6.8	1.6	-0.9
Pf Dd2 inh	-14	36	-3	-17	10	-2&8	-51	?	-13	-49

2 entries picked at random from those above, as already listed:
20) CNC[C@H]1OCc2ccccc2-c2ccccc2C(=O)N([C@@H](C)CO)C[C@H]1C
13) C[C@H](CO)N1C[C@H](C)[C@@H](CN(C)S(=O)(=O)c2ccccc2)Oc2ccc(NC(=O)Nc3ccccc3)cc2C1=O
assay / entry	20	13
T cruzi growth	·	8
C diff growth	0	-4
KDM4C inh	-0.9	-0.5
Pf Dd2 inh	-49	-3

(more compounds)
21) COc1ccc(CN(C)C[C@@H]2Oc3ccc(NC(=O)C4CCCCC4)cc3CC(=O)N([C@@H](C)CO)C[C@H]2C)cc1
22) Cc1noc(C)c1NC(=O)N(C)C[C@@H]1OCCCC[C@H](C)Oc2ccc(NS(C)(=O)=O)cc2C(=O)N([C@H](C)CO)C[C@@H]1C
23) O=C(C[C@@H]1CC[C@@H]2NC[C@@H](O)COC[C@H]2O1)NCCc1ccccc1
24) CN(C)C(=O)C[C@H]1C[C@@H]2c3cc(NC(=O)Nc4ccc(F)cc4)ccc3O[C@@H]2[C@@H](CO)O1
25) C/C=C/c1ccc(C2[C@H]3CNC[C@@H]2N3C(=O)Nc2cccc(Cl)c2)cc1 (stereo partly specified)
26) C[C@H](NC(=O)C[C@H]1CC[C@@H]2[C@H](COC[C@H](O)CN2C(=O)Nc2ccccc2)O1)c1ccccc1
27) CC(C)C#Cc1cnc2c(c1)C(=O)N([C@@H](C)CO)C[C@@H](C)[C@@H](CN(C)C(=O)Cc1ccccn1)O2
28) CN(C)Cc1cn(CC[C@@H]2CC[C@@H](NC(=O)Cc3cccnc3)[C@H](CO)O2)nn1
29) CC(C)CC#Cc1ccc([C@H]2[C@@H](CO)N3C(=O)CN(C(=O)c4cccc(F)c4)C[C@@H]23)cc1
30) C[C@@H]1CCCCO[C@@H](CN(C)S(=O)(=O)c2ccc(F)cc2)[C@H](C)CN([C@@H](C)CO)C(=O)c2cc(N(C)C)ccc2O1
assay / entry	21	22	23	24	25	26	27	28	29	30
T cruzi growth	55	23	-3	24	·	19	-53	-10	·	52
C diff growth	-5	1	2	-7	46&-10	·	-2	·	-1	0
KDM4C inh	85*	-0.1	3.4	21	-1.2&3.3	-1.0	·	-0.2	1.8	-0.5
Pf Dd2 inh	-66	27	4	13	4&7	-12	22	-31	-54	-13

31) COc1cccc(S(=O)(=O)N[C@@H]2CC[C@@H](CCNC(=O)Nc3cc(F)ccc3F)O[C@H]2CO)c1
32) CCNC(=O)C[C@H]1CC[C@H]2[C@@H](COC[C@@H](O)CN2Cc2ccccc2F)O1
33) C[C@H]1CN([C@@H](C)CO)C(=O)c2cc(C#CCN(C)C)cnc2O[C@@H]1CN(C)C(=O)c1cccnc1
34) C[C@@H]1CCCCO[C@@H](CN(C)C(=O)CCCN(C)C)[C@@H](C)CN([C@H](C)CO)C(=O)c2cc(NC(=O)Nc3cccc4ccccc34)ccc2O1
35) Cc1noc(C)c1NC(=O)Nc1ccc2c(c1)C(=O)N([C@@H](C)CO)C[C@H](C)[C@@H](CN(C)Cc1ccncc1)O2
36) COCC(=O)N1[C@H](C#N)[C@H](c2ccccc2-c2ccc(C)cc2)[C@@H]1CO
37) C[C@H](O)C#Cc1ccc2c(c1)O[C@H](CN(C)C(=O)C1CCC1)[C@H](C)CN([C@H](C)CO)S2(=O)=O
38) COc1ccccc1S(=O)(=O)N(C)C[C@H]1OCc2ccccc2-c2c(n(C)c3ccccc23)C(=O)N([C@H](C)CO)C[C@H]1C
39) C[C@@H]1CN([C@@H](C)CO)C(=O)CCCn2cc(nn2)CO[C@@H]1CN(C)C(=O)Nc1cccc(F)c1
40) C[C@@H]1CN([C@H](C)CO)C(=O)c2cc(-c3cccc(C(=O)N(C)C)c3)cnc2O[C@@H]1CN(C)S(=O)(=O)c1cccc(F)c1
assay / entry	31	32	33	34	35	36	37	38	39	40
T cruzi growth	14	-39	-9	51	·	·	-9	22	90	-78
C diff growth	-1	·	-3	8	-1	11	-1	-2	-5	4
KDM4C inh	1.0	0.5	3.8	2.6	-1.4	-0.2	0.9	0.2	-0.7	-0.5
Pf Dd2 inh	-6	-4	36	-35	10	-11	6	-59	-20	8

41) O=C(CCN1CCCCC1)N[C@H]1CC[C@H](CCNS(=O)(=O)c2ccc(Cl)cc2)O[C@H]1CO
42) CO[C@H]1CN(C)C(=O)c2cc(NC(=O)C3CC3)ccc2OC[C@H](C)N(C(=O)c2cnccn2)C[C@@H]1C
43) C[C@@H]1CCCCO[C@H](CN(C)S(=O)(=O)c2ccccc2)[C@@H](C)CN([C@H](C)CO)C(=O)c2cc(NC(=O)Nc3ccc4c(c3)OCO4)ccc2O1
44) C[C@@H]1CCCCO[C@@H](CN(C)C(=O)Nc2ccc3c(c2)OCO3)[C@H](C)CN([C@H](C)CO)C(=O)c2cc(NS(=O)(=O)c3ccc(Cl)cc3)ccc2O1
45) C[C@@H]1CCCCO[C@H](CN(C)Cc2ccncc2)[C@H](C)CN([C@H](C)CO)C(=O)c2cc(NC(=O)Cc3ccccc3)ccc2O1
46) COc1cccc(CNC(=O)C[C@@H]2C=C[C@H](NC(=O)C3CCOCC3)[C@@H](CO)O2)c1
47) C[C@H](CO)N1C[C@H](C)[C@H](CN(C)C(=O)Nc2ccc(F)cc2)Oc2c(cccc2N(C)C)C1=O
48) COc1ccccc1-c1ccc2c(c1)[C@H]1[C@H](CCN1S(=O)(=O)c1ccccc1F)[C@@H](CO)N2
49) COCC#Cc1ccc([C@@H]2[C@@H](CO)N3C(=O)CN(C(=O)CN4CCOCC4)C[C@H]23)cc1
50) O=C(C[C@@H]1C=C[C@H](NC(=O)C2CC2)[C@H](CO)O1)NCc1ccncc1
assay / entry	41	42	43	44	45	46	47	48	49	50
T cruzi growth	-53	-129	40	?	37	11	·	87	·	·
C diff growth	0	·	3	1	2	3	4	27	1	0
KDM4C inh	0.2	1.2	0.7	-0.5	0.8	-0.2	-3.0	-1.9	0.4	1.2
Pf Dd2 inh	-10	24	-25	-29	-35	5	10	-27	30	15

51) C[C@H](CO)N1C[C@H](C)[C@H](CN(C)Cc2ccc(C(F)(F)F)cc2)Oc2c(NC(=O)NC3CCCCC3)cccc2C1=O
52) C[C@@H]1CN([C@@H](C)CO)S(=O)(=O)c2ccc(C#CCN(C)C)cc2O[C@@H]1CN(C)Cc1ccncc1
53) CNC[C@@H]1OCCCC[C@H](C)Oc2ccc(NC(=O)CCC(F)(F)F)cc2C(=O)N([C@@H](C)CO)C[C@@H]1C
54) COCC#Cc1ccc2c(c1)O[C@H](CN(C)C(=O)CC1CC1)[C@H](C)CN([C@H](C)CO)S2(=O)=O
55) COc1ccc(S(=O)(=O)Nc2ccc3c(c2)C(=O)N([C@@H](C)CO)C[C@@H](C)[C@@H](CN(C)C(=O)Cc2ccccc2)OCCCC[C@H](C)O3)cc1
56) C[C@@H]1CN([C@@H](C)CO)C(=O)c2cc(NC(=O)Nc3ccc(F)cc3)ccc2O[C@H]1CN(C)CC1CCCCC1
57) COc1cccc(C#Cc2ccc([C@@H]3[C@@H](CO)N4C(=O)CN(C(=O)c5ccncc5)C[C@@H]34)cc2)c1
58) COc1cccc(CNC(=O)C[C@@H]2CC[C@H]3[C@@H](COc4ccc(NC(C)=O)cc4C(=O)N3C)O2)c1
59) COc1ccc2c3c([nH]c2c1)[C@@H](CO)N(C(=O)c1ccc(F)cc1)CC31CCN(S(=O)(=O)c2cccs2)CC1
60) COc1ccccc1-c1ccc([C@@H]2[C@@H](CO)N(C(=O)C3CCOCC3)[C@H]2C#N)cc1
assay / entry	51	52	53	54	55	56	57	58	59	60
T cruzi growth	34	48	98*	71	54	2	·	11	·	71
C diff growth	-4	1	-1	-2	4	0	-23	-2	4	5
KDM4C inh	0.5	5.8	0.8	1.3	-0.2	0.4	-2.3	-1.0	·	-6.1
Pf Dd2 inh	18	8	-12	-4	-75	-12	-11	0	-42	13

61) CCCC#Cc1cnc2c(c1)C(=O)N([C@@H](C)CO)C[C@H](C)[C@H](CN(C)C(=O)Cc1ccncc1)O2
62) C[C@H]1CN([C@@H](C)CO)C(=O)Cc2cc(NS(C)(=O)=O)ccc2O[C@@H]1CN(C)S(=O)(=O)c1ccc(Cl)cc1
63) C[C@@H]1CN([C@H](C)CO)C(=O)c2c(c3ccccc3n2C)-c2ccccc2CO[C@H]1CN(C)Cc1ccc(F)cc1
64) COc1ccccc1CNC(=O)C[C@@H]1CC[C@H](NC(=O)CC2CC2)[C@H](CO)O1
assay / entry	61	62	63	64
T cruzi growth	-7	-15	·	2
C diff growth	-3	-3	1	1
KDM4C inh	1.8	0.7	0.2	0.9
Pf Dd2 inh	-12	-8	-84*	9

Assay outcomes (PubChem)
